# HCV inh – inhibitors of hepatitis C virus infection; Potency, µM (top dose mostly 41.8 µM), for the others: at the top dose activity change, negative = inhibition, actives largely listed as inhibitors; Huh7.5.1 HCVcc-Cre infection, luciferase reporter, 44 h; 340,000 compounds, 3.4% hits; AID 651820; active = well fitted inhibition curve with a large enough effect; inconclusive = small, poorly fitted or top-dose-only effect, or another doubt; inactive = no such curve, though single readings can be large or run the other way
#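 After 44 h co-culture of compound, cells and HCVcc-Cre (~0.5 moi), substrate is added for 15 min at room temperature and luciferase measured over 15 sec. Cells were seeded at 1,000/well and pre-cultured 4 h.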
# Active calls of the source: *; ? = inconclusive; [ ] = dose if it differs, or a comment. % is set by controls: 0 for no effect and ±100 for the full control effect; potency is the fitted concentration of half-maximal effect. This is a subset; count on the stated rates, not on these rows.
SMILES,HCV inh
CCOC(=O)c1[nH]c(C)c(/C(O)=C2\C(=O)C(=O)N(CCCN(CC)CC)C2c2cccnc2)c1C (centres undefined),23.1%
Cc1ccc(Nc2n[nH]c(=S)s2)cc1F,29.2%
CC(C)CC1(C)NC(=O)N(CC(=O)Nc2ccc(F)c(F)c2F)C1=O (centres undefined),-0.2%
O=C(Cn1cnc2c(OCc3ccccc3)ncnc21)NCc1ccc2[nH]ccc2c1,-5.5%
Cc1cc(C)c(C)c(C(O)(C(=O)O)c2ccccc2)c1C (centres undefined),18.1%
c1csc(CNc2ncnc3sccc23)c1,?
Nc1[nH]c(=O)[nH]c(=O)c1N=Cc1ccccc1,-16.4%
COC(=O)Cn1c(=NC(=O)C2CC2)sc2c(C)cc(C)cc21,-20.0%
O=c1c2ccccc2c(=O)n(-c2ccccc2)n1CCCCBr,-19.2%
COC(=O)C1C(C(=O)O)C2(Cl)C(Cl)=C(Cl)C1(Cl)C2(Cl)Cl (centres undefined),3.4%
CC(C)NC(=S)NNc1ncnc2sc3c(c12)CC(C)(C)OC3,-25.6%
O=C(Nc1ccc2ccccc2c1)c1cccc2ccccc12,-8.5%
O=C1CCC[C@@H]2C[C@@]3(C[C@@H]4CCN1[C@H]24)Nc1cc([N+](=O)[O-])ccc1NC3=NC1CCCCC1,-0.9%
CC(C)C(=O)N1CCN(c2ccccc2NC(=O)c2ccc(Br)o2)CC1,-1.9%
O=[N+]([O-])c1ccc(-c2cn3c(n2)SCC3)cc1,-17.0%
Cc1ccc(S(=O)(=O)Nc2ccccc2N=Cc2ccc([N+](=O)[O-])cc2[N+](=O)[O-])cc1,?
CC(=O)Nc1ccc(S(=O)(=O)N(C)c2ccc(OCCOc3ccccc3F)cc2)cc1,10µM*
C[C@]12C=C[C@H](O)CC1=CCC1C2CC[C@@]2(C)C1CCC21OCCO1 (some centres undefined),2.9%
CC(C)NC(=O)N(C)C[C@H]1Oc2ccc(NC(=O)c3ccncc3)cc2C(=O)N([C@H](C)CO)C[C@@H]1C,9.2%
O=C(Nc1ccc(F)cc1)Nc1cccc(Br)c1,-26.8%
Nc1ccccc1/C=C/c1ccccc1N,?
O=C1c2ccccc2C(=O)N1CCc1ccccc1,0.7%
COc1ccc(/C=C/C(=O)Nc2cc(S(=O)(=O)N3CCOCC3)ccc2OC)cc1,?
COc1ccccc1N1CCN(C(=O)c2cccc(S(=O)(=O)Nc3ccccc3F)c2)CC1,-12.5%
C[C@H](NS(=O)(=O)c1ccccc1)C(=O)N1CCN(C(c2ccccc2)c2ccccc2)CC1,?
# Next structures.
SMILES,HCV inh
N#CCCN(C(=O)COC(=O)/C=C/c1cccs1)c1ccccc1,3.5%
CCOc1cc(NC(=O)c2ccco2)c(OCC)cc1NC(=O)COc1ccccc1C,?
CCN(C(=O)c1ccc(Cl)c(S(=O)(=O)Nc2c(C)n(C)n(-c3ccccc3)c2=O)c1)c1ccccc1,-10.3%
O=C(COC(=O)CN1C(=O)NC2(CCCC2)C1=O)NCc1ccc(Cl)cc1Cl,6.5%
CCOc1ccc(NS(=O)(=O)c2ccc(C(=O)N3CCC3)cc2)cc1,-3.5%
Clc1ccc(-c2cnnc(-c3ccccn3)n2)cc1,-6.6%
COc1ccc(CC(=O)Nc2ccc(S(=O)(=O)N3CCCC3)cc2)cc1OC,?
COc1ccccc1NS(=O)(=O)c1cccc(C(=O)N2CCCC2)c1,10.5%
CCN(c1ccccc1)S(=O)(=O)c1cccc(C(=O)NCC(c2ccco2)N2CCCCC2)c1 (centres undefined),10µM*
COc1ccc2nc3n(c(=O)c2c1)-c1cc(Cl)ccc1C(=O)NC3Cc1ccccc1 (centres undefined),2.0%
CCOc1ccc(NC(=O)CN(C)C(=O)c2cn(-c3ccc(C)cc3)nc2-c2cccc(OC)c2)cc1OCC,?
O=C(Nc1ccccc1)[C@@H]1CC=C[C@@H]2CCN(Cc3ccc(Cl)c(Cl)c3)C(=O)[C@@H]21,?
O=C1C=CC(c2ccccc2)(c2ccccc2)CC1,-7.4%
Cc1ccc(CC(NC(=O)C2CCCCC2)C(=O)O)cc1 (centres undefined),0.7%
Cc1cc(C)nc(SCC(=O)Nc2ccc(S(=O)(=O)Nc3cc(C)on3)cc2)n1,-13.4%
COc1cc2c(cc1NC(=O)C(Cl)Cl)-c1ccc(NC(=O)C(Cl)Cl)cc1C2,?
O=c1cc(C(O)C[N+](=O)[O-])occ1OCc1ccccc1 (centres undefined),-1.6%
C[C@H](NC(=O)c1ccccc1)C(=O)OCC(=O)Nc1sccc1C(N)=O,0.6%
COCCn1c(-c2ccc(C)cc2)nc2c(c(=O)c3ccccc3n2C)c1=O,9.9%
CCCCOCCO,3.8%
CC(=O)Oc1cc(O)c2c(=O)c(OC(C)=O)c(-c3ccc(OC(C)=O)c(OC(C)=O)c3)oc2c1,?
O=C(CC(=O)c1ccccc1)CC(O)(C=Cc1ccccc1)c1ccccc1 (centres undefined),5.7%
Fc1ccc2cc(-c3ccsc3)ncc2c1,?
Cc1ccccc1C1=C/C(=C(\SS/C(C(=O)c2ccc(OCC(=O)O)c(Cl)c2Cl)=C2\C=C(c3ccccc3C)SS2)C(=O)c2ccc(OCC(=O)O)c(Cl)c2Cl)SS1,?
CC(C)(C)c1ccccc1NC(=O)c1cc(-c2ccncc2)nc2ccccc12,11.2µM*
# (list continues)
SMILES,HCV inh
CCOCCn1c(=O)c2c(nc3n2CCN3c2ccc(CC)cc2)n(C)c1=O,10.3%
CN(Cc1cccs1)C(=O)c1ccc(Cl)c(S(=O)(=O)N2CCCCCC2)c1,?
O=S(Cc1ccc(Cl)cc1)c1ccccc1 (centres undefined),6.4%
C#CCOCCOCCOCCNc1nc(N2CCN(C(=O)C([C@@H](C)O)n3cc([C@@H](N)CCCCN)nn3)CC2)nc(N2CCN(C(=O)C([C@@H](C)O)n3cc([C@@H](N)CCCCN)nn3)CC2)n1 (some centres undefined),25.7%
COc1cc(CCCN2CCNC[C@@H]2c2ccccc2)cc(OC)c1OC,15.1%
O=c1[nH]c2ccc(Cl)cc2[nH]1,9.3%
CC1CCCN(S(=O)(=O)c2cccc(C(=O)NCC3CCCO3)c2)C1 (centres undefined),17.1%
Cc1ccc2c(C)nc(Nc3ncc4c(n3)CCCC4=O)nc2c1,4.7%
O=C1Nc2ccc(C(=O)O)c(O)c2C1=O,7.1%
C#CCNC(=O)C1=C[C@H](c2ccc3c(c2)OCO3)C[C@H](OCCCCO)O1,-10.0%
COc1ccc(NC(=O)CCC(=O)N2CCC(c3ccccc3)=N2)cc1S(=O)(=O)N1CCCCC1,-4.5%
Cn1c(=O)oc2cc(S(=O)(=O)NCC3CCCO3)ccc21 (centres undefined),7.6%
O=C(CNC(=O)c1ccco1)NNC(=O)c1ccc(Br)cc1,20.7%
CCOC(=O)CCCCCNC(=O)c1c(O)[nH]c(=O)[nH]c1=O,?
O=C(Cn1c(=O)cnc2ccccc21)Nc1cc(Cl)ccc1N1CCOCC1,?
CCc1ccc([C@H]2C(C(=O)O)=C[C@@H](CC)N2S(=O)(=O)c2ccc(C)cc2)cc1,49.4%[activator][8.37 µM]
O=C(CSc1nnc2ccc(-c3ccccn3)nn12)N1CCCC1,10.2%
CCOc1ccccc1/C=C(\C#N)C(=O)NC1CC1,-1.9%
CC[C@]12C(=O)N(C)C[C@H]([C@@H]3C(=O)N(C)C(=O)[C@@H]31)N2C(=O)c1ccc(Cl)cc1,20.1%
CCCCC[C@@H]1C=C(C(=O)O)[C@H](c2cccc(C)c2)N1S(=O)(=O)c1ccc(C)cc1,24.3%[8.37 µM]
CCN(CC)C(=O)[C@H]1C[C@H](CC(=O)NCc2ccco2)C(=O)N2CCc3c([nH]c4cc(CCC(=O)N(C)C)ccc34)[C@]12C,-8.5%
Cc1cccc(NC(=O)CN2C(=O)NC3(CCCCCCC3)C2=O)c1C,-10.9%
CC(C)(C)OC(=O)N1CCCC(C(=O)Nc2ccc(C(=O)N3CCOCC3)cc2)C1 (centres undefined),5.7%
C=CCOC(=O)C1=C[C@H](c2csc3ccccc23)C[C@H](OCc2ccc(CO)cc2)O1,-29.1%
CC[C@@H](C)[C@H](C(CC(=O)N1CCCC1[C@@H](OC)[C@H](C)C(=O)N[C@H](Cc1ccccc1)c1nccs1)OC)N(C)C(=O)[C@H](NC(=O)[C@@H](C(C)C)N(C)C)C(C)C (some centres undefined),-39.7%

# By substructure, the compounds so far containing a COOH group (seven)
SMILES,HCV inh
Cc1cc(C)c(C)c(C(O)(C(=O)O)c2ccccc2)c1C (centres undefined),18.1%
COC(=O)C1C(C(=O)O)C2(Cl)C(Cl)=C(Cl)C1(Cl)C2(Cl)Cl (centres undefined),3.4%
Cc1ccc(CC(NC(=O)C2CCCCC2)C(=O)O)cc1 (centres undefined),0.7%
Cc1ccccc1C1=C/C(=C(\SS/C(C(=O)c2ccc(OCC(=O)O)c(Cl)c2Cl)=C2\C=C(c3ccccc3C)SS2)C(=O)c2ccc(OCC(=O)O)c(Cl)c2Cl)SS1,?
O=C1Nc2ccc(C(=O)O)c(O)c2C1=O,7.1%
CCc1ccc([C@H]2C(C(=O)O)=C[C@@H](CC)N2S(=O)(=O)c2ccc(C)cc2)cc1,49.4%[activator][8.37 µM]
CCCCC[C@@H]1C=C(C(=O)O)[C@H](c2cccc(C)c2)N1S(=O)(=O)c1ccc(C)cc1,24.3%[8.37 µM]

# Later entries
SMILES,HCV inh
O=S1(=O)c2ccc(Br)cc2N2CC[C@H](C2)N1Cc1ccc(Cl)cc1,?
CN(CCc1ccccc1)C(=O)c1cccc(NC(=O)Cc2cccc(NC(=O)C3CCN(C(=O)C4CCCCC4)CC3)c2)c1,-24.2%[8.37 µM]
COc1ccc(NC(=O)Nc2ccc3c(c2)C(=O)N([C@H](C)CO)C[C@H](C)[C@@H](CN(C)C(=O)Nc2ccc4c(c2)OCO4)O3)cc1,-11.7%
CC(C)CCN1CCC(CN2CCNC(=O)C2=O)CC1,-16.1%
Cc1ccc2cc(C(c3nnnn3CC3CCCO3)N3CCCC4(CCCCC4)C3)c(=O)[nH]c2c1 (centres undefined),0.1%
C=CC[C@H](CC(=O)NCCO)C(=O)N[C@H](COC(=O)[C@H](CC=C)CC(=O)OC(C)(C)C)Cc1c[nH]c2ccccc12,5.3%
COc1cc(OC)cc(-c2sc3ccc(OC)cc3c2C#CCO)c1,?
COc1ccc(NC(=O)CCNS(=O)(=O)c2ccccc2F)cc1S(=O)(=O)N1CCOCC1,6.1%
COC(CNC(=O)C(=O)NCC1OCCN1S(=O)(=O)c1ccccc1)OC (centres undefined),12.1%
COc1cc(OC)c(N(C)S(=O)(=O)c2cccc(C(=O)OCC(=O)N(C)C3CCCCC3)c2)cc1Cl,-26.6%
CCCS(=O)(=O)N1CCN(Cc2ccc(OCc3ccccc3)c(OC)c2)CC1,10µM*
CC(C)N(C(=O)[C@H]1C[C@H](CC(=O)NCC23CC4CC(CC(C4)C2)C3)C(=O)N2CCc3c([nH]c4ccc(Cl)cc34)[C@]12C)C(C)C,15.8µM*
Clc1ccc(Nc2nc(-c3ccncc3)cs2)cc1,?
Cc1ccc(S(=O)(=O)N2CCCCC2)cc1C(=O)N1C(C)CCCC1C (centres undefined),-8.2%
Cn1c(=O)c2c(nc(C(O)c3ccccc3)n2C)n(C)c1=O (centres undefined),25.1%
Cc1cc(C(=O)O)cc(S(=O)(=O)Nc2c(C)nn(C)c2C)c1C,-0.8%
O=C(Cn1cc(COc2ccc3ccc(=O)oc3c2)nn1)c1ccc(O)cc1,2.51µM*
Cc1ccccc1Sc1ccc([N+](=O)[O-])cn1,-22.1%
CN(C(=O)CSc1cccc[n+]1[O-])C1CCCCC1,0.1%
CN1CCc2c(C#N)c(N3CCCCC3)nc(N3CCOCC3)c2C1,-1.0%
C=CC[C@@H](Cc1ccc(F)cc1)C(=O)OC[C@H]1CCCN1C(=O)[C@H](CC=C)CC(=O)NCCO,9.6%
O=S(=O)(c1cccc2ccccc12)N1CCC2CC1c1cc(-c3ccc(F)cc3)ccc12 (centres undefined),10.6%[8.37 µM]
COc1nc(-c2ccccc2)c2cc(Br)ccc2n1,-17.9%
CC1(C)Cc2c(cnn2-c2ccccc2)C(=O)/C1=N\NC(=O)c1ccncc1,13.2%
COc1ccc(S(=O)(=O)N(C)C[C@H]2Oc3c(NC(=O)Nc4ccc(C(F)(F)F)cc4)cccc3C(=O)N([C@H](C)CO)C[C@@H]2C)cc1,?
# Continuation:
SMILES,HCV inh
Cc1ccc(C2=NOC(C)(c3sc(-c4ccc(Cl)cc4)nc3C)C2)cc1 (centres undefined),-7.2%[8.37 µM]
CN1C[C@@H]2[C@@H]3C(=O)N(Cc4ccccc4)C(=O)[C@@H]3[C@](Cc3ccccc3)(C1=O)N2C(=O)c1ccc(Cl)c(Cl)c1,7.2%
CSCCC(NC(=O)c1ccccc1Cl)C(=O)N1CCN(c2ccccn2)CC1 (centres undefined),32.3%[activator]
COC(=O)[C@@H](CC(C)C)N(Cc1ccccc1)S(=O)(=O)N(Cc1ccccc1)[C@@H](CC(C)C)C(=O)OC,25.7%
CN(C)c1ccc(CSc2ccccc2)cc1,8.4%
Cc1noc(C)c1NC(=O)Nc1ccc2c(c1)C(=O)N([C@H](C)CO)C[C@H](C)[C@@H](CN(C)C(=O)Nc1ccc3c(c1)OCO3)O2,11.4%
Cc1ccc(-c2csc(NCCn3c(-c4ccncc4)nc4cc(C(F)(F)F)ccc43)n2)cc1,-7.4%
COc1cccc(C2Nc3ccccc3C(=O)N2Cc2ccccc2)c1 (centres undefined),-10.3%
c1ccc2c(c1)c1c(c3ccccc32)CN2CCCC2C1 (centres undefined),?
O=C(COc1ccccc1)Nc1nnc(-c2ccccc2Cl)o1,10.8%
O=C(COc1ccccc1)NCC(=O)N1CCCC(C(F)(F)F)C1 (centres undefined),4.4%

# A portion from further up, as a working copy:
SMILES,HCV inh
COc1cccc(C2Nc3ccccc3C(=O)N2Cc2ccccc2)c1 (centres undefined),-10.3%
c1ccc2c(c1)c1c(c3ccccc32)CN2CCCC2C1 (centres undefined),?
O=C(COc1ccccc1)Nc1nnc(-c2ccccc2Cl)o1,10.8%
O=C(COc1ccccc1)NCC(=O)N1CCCC(C(F)(F)F)C1 (centres undefined),4.4%

# Compound activity: PubChem BioAssay, National Center for Advancing Translational Sciences (NCATS)
